High-throughput results: PubChem, National Center for Advancing Translational Sciences (NCATS)
USP2a block: inhibitors of human ubiquitin-specific protease USP2a. O75604. USP2 core, Ub-CHOP2 coupled fluorogenic reporter, 485/531. Potency, µM (doses to about 38.3 µM), inactives show at the top dose activity change, negative = inhibition, actives largely listed as inhibitors. 330,000 compounds, 0.01% hits. AID 463254;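 also: potency is read from the fitted curve at half-maximal effect; plate controls were DMSO wells for no effect and full inhibition by NEM control for full effect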
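Cell-free coupled assay: 10nM USP2 core preincubated 30min RT with compound in Tris-HCl pH 8.0/CaCl2/CHAPS buffer, then 25nM Ub-CHOP2 and 25nM reporter substrate; fluorescence (Ex 485/Em 531) read after 60min RT, normalized to NEM inhibition, concentration-response curves fitted.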
TRPV1 agonist: activates the human vanilloid receptor TRPV1; activation, % at 8.33 µM; TRPV1-expressing cells, Fluo-8 calcium influx, agonist mode; Q8NER1; 320,000 compounds, 0.19% hits; AID 540275; in the data active = activation above about 80%; inconclusive = between about 30% and that limit; also: 0% is about no effect
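Cells expressing TRPV1 were dye-loaded with Fluo-8 and read kinetically: 10 s baseline, 3 min after compound (agonist portion), then 2 min after EC20 capsaicin (allosteric enhancer portion). Calcium-bound dye fluorescence at 480/520 nm.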
Eya2 phos inh: inhibitors of human Eya2 phosphatase activity; O00167; recombinant Eya2, OMFP fluorescence dephosphorylation (OMFP is methylfluorescein phosphate); Potency, µM (highest dose often 76.9 µM), without a hit: at the highest dose activity, negative = inhibition, usual class: inhibitors; 330,000 compounds, 0.006% hits; AID 488837; also: potency is read from the fitted curve at half-maximal effect; % is scaled to controls: 0 for no effect and ±100 for the full control effect
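Eya2 protein (added as 0.2 uM solution) was preincubated with compound for 10 min at ambient temperature in 50 mM HEPES pH 7.5, 50 mM NaCl, 5 uM MgCl2, 0.05% BSA, 1 mM DTT. OMFP (added at 50 uM) then reacted 10 min; fluorescence read at 485/525 nm.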
Mito fusion act: mitochondrial division inhibition or fusion activation | S. cerevisiae fusion-defective mutant growth rescue, CellTiterGlo 48 h | Potency, µM (top dose mostly 46.1 µM), for the others: at the highest dose growth rescue (activation), usual class: activators | 320,000 compounds, 0.23% hits;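 also: potency is read from the fitted curve at half-maximal effect; % of control where 0% means no effect; nearly all actives have a fitted effect of over 45% in size; temperature-sensitive fusion mutants such as fzo1-1 at 37 °C on non-fermentable ethanol glycerol medium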
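Yeast fusion mutant, YPEG (non-fermentable carbon), compound, 48 h at 37C non-permissive; CellTiterGlo added, 10 min RT, luminescence read. Rescued growth = division inhibition.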
A-T KAP1 phos: candidate therapy for ataxia-telangiectasia. […] A-T fibroblasts, KAP-1 phosphorylation AlphaLISA; neocarzinostatin DNA damage 30 min before lysis. Potency, µM (doses to about 57.5 µM), for the others: at the top dose activation, hits mostly activators. 320,000 compounds, 0.19% hits; also: potency is read from the fitted curve at half-maximal effect; % of control where 0% means no effect; nearly all actives have a fitted effect of over 45% in size
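hTERT-immortalized A-T patient fibroblasts ([…]), 500 cells/well in OPTI-MEM, 1% FBS, got compounds for 60 min, then NCS for 30 min at 37C. Lysates were then assayed for phospho-KAP-1 by AlphaLISA (anti-pKAP1 donor, anti-KAP1 acceptor beads), 6 hr at 25C.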
TCR act: T cell receptor activation; primary human leukocytes, anti-CD3, IL-2 HTRF, 48 h; Potency, µM (series often up to 9.22 µM), for inactives: top-dose activation of IL-2 secretion, hits mostly activators; 330,000 tested, under 10 active; also: % of control where 0% means no effect
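HTRF read-out of IL-2 secretion: europium cryptate donor excited at 320nm, d2 acceptor emission at 665nm. Cells were primary human leukocytes incubated 48 hr with compounds and a-CD3 beads, supplying TCR signal only.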
TSHR antag: antagonists of human thyroid stimulating hormone receptor; 330,000 compounds, 0.2% hits; activity change, negative = inhibition, % at 11.5 µM; TSHR-expressing cells, TSH-stimulated cAMP HTRF, 2 h; active compounds read low; P16473;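 active = activity change below a set negative limit, meaning inhibition stronger than a set level, cut at about -70% in these data; inconclusive = activity change between two set negative limits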; also: % is scaled to controls: 0 for no effect and ±100 for the full control effect
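Competitive HTRF cAMP read-out (cryptate anti-cAMP antibody, cAMP-d2; 30 min, room temperature) in freshly harvested TSHR cells. Compounds added before TSH at EC80 (4nM final), followed by 2 hours' incubation at 37 deg C.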
ELG1 DNA repair: inhibitors of ELG1-dependent DNA repair in HEK293T cells; HEK293T ELG1-luciferase reporter, luminescence, 16 h; DNA damage induced by 5-fluorouridine; 330,000 compounds, 2.3% hits; Potency, µM (doses to about 46.1 µM), for inactives: top-dose activity change, negative = inhibition, most hits filed as inhibitors; AID 504467; also: potency is read from the fitted curve at half-maximal effect; % is scaled to controls: 0 for no effect and ±100 for the full control effect; nearly all actives have a fitted effect of over 55% in size
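Step one: seed 2,000 cells per well. Step two: pin-transfer compound or DMSO alongside 5-fluorouridine. Step three: incubate 16 hr, 37 °C, 5% CO2. Step four: add ONE-Glo, wait 30 min, read luminescence.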
KCNH2 3.1 block: inhibitors of human KCNH2 3.1 potassium channel isoform; activity change, % (tested at about 1.8 µM); 340,000 compounds, 0.95% hits; U2OS KCNH2 3.1, thallium flux FluxOr; active compounds read low;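 active = maximum activity change below -70%; inconclusive = maximum activity change from -70% to -50%; inactive = maximum activity change above -50%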;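 also: thallium influx rate constant from kinetic fluorescence after stimulation buffer; % is scaled to controls: 0 for no effect and ±100 for the full control effect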
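FluxOr-based Tl+ influx in U2OS cells transduced with KCNH2 3.1 virus; rate constants normalized to DMSO controls.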
hERG WT inh: KCNH2 (human, wildtype) channel inhibition; 340,000 compounds, 0.37% hits; U2OS, BacMam KCNH2, thallium flux FluxOr; active compounds read low; activity change, % at 1.84 µM; Q12809;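 active = maximum activity change below -70%; inconclusive = maximum activity change between -70% and -50%; inactive = maximum activity change above -50%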; also: % is scaled to controls: 0 for no effect and ±100 for the full control effect
Target sequence (Q12809 whole entry, looked up): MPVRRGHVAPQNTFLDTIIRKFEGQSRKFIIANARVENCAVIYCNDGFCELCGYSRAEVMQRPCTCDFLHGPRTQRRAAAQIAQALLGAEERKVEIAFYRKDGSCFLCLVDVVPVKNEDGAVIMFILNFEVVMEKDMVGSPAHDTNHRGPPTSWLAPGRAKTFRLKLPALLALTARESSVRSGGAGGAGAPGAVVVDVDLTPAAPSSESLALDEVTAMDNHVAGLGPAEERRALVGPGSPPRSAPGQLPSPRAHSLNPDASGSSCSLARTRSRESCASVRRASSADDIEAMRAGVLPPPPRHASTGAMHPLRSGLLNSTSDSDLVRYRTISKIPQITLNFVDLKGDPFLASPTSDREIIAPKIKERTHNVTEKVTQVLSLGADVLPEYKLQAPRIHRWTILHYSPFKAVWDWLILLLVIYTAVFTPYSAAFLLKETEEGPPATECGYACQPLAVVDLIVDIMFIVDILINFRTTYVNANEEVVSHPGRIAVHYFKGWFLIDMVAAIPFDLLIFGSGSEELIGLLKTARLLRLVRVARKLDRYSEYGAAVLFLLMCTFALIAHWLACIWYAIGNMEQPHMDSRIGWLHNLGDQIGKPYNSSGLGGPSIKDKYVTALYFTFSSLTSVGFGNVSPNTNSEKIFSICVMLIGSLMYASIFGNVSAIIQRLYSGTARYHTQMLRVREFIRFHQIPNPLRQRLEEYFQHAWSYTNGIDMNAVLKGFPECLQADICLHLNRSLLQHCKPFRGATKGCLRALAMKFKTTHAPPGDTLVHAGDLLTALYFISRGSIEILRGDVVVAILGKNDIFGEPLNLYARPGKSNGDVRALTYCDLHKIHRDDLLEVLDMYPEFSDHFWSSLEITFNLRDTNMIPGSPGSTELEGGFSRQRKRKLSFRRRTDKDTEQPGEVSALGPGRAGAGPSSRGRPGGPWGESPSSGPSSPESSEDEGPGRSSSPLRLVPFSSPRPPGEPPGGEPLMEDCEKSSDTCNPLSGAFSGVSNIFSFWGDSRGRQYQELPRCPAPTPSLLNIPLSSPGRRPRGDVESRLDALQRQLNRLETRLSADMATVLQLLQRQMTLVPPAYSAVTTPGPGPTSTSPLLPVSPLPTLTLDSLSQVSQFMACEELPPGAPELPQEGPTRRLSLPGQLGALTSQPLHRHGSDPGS
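U2OS cells transduced with wild-type KCNH2 virus are loaded with FluxOr dye for 45 min, and thallium flux is measured in kinetic reads before and after stimulation buffer. Rate constants are normalized to DMSO controls.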
* = called active by the depositor; ? = inconclusive; . = no result given; [ ] = dose if it differs, or a comment. Unless noted, calls follow the shape of the dose curve; as a rule, active = well fitted curve in the direction sought with a large enough effect; inconclusive = small, poorly fitted or top-dose-only effect, or another doubt; inactive = no such curve, though single readings can be large; an effect the other way counts as inactive or inconclusive.

SMILES	USP2a block	TRPV1 agonist	Eya2 phos inh	Mito fusion act	A-T KAP1 phos	TCR act	TSHR antag	ELG1 DNA repair	KCNH2 3.1 block	hERG WT inh
CCN(Cc1cnn(C)c1)C(=O)c1cc(COc2ccc(F)cc2F)on1	4%	0	-11%	-3%	5%	-6%	10	-1%	16	-8
CCC(=O)N1CCN(c2nc(-c3ccccc3)c3c(c2C#N)CCCC3)CC1	-2%	102*	4%	9%	.	0%	-14	?	0	-18
CC(C)C(=O)N(c1cc2sc(=O)oc2c2ccccc12)S(=O)(=O)c1cccs1	5%	6	-17%	1%	-2%	.	-13	-3%	3	-1
CC(=O)NCCNc1ccc([N+](=O)[O-])cn1	0%	0	5%	-2%	-3%	6%[46.1 µM]	-3	1%	-4	2
O=S(=O)(Nc1cc(Sc2cccc3cccnc23)c(O)c2ccccc12)c1ccccc1	0%	3	0%	-13%	-9%	-10%[46.1 µM]	9	9.2µM*	.	.
COC(=O)c1ccc(/C=C/c2c(-c3ccc(OC)cc3)oc3ccc(N4CCOCC4)cc23)cc1	0%	-2	-7%	2%	31%	4%	15	-21%	4	1
NC(=O)C1CCN(S(=O)(=O)c2cc3c4c(c2)CCN4C(=O)CC3)CC1	0%	-3	2%	-14%	8%	7%	-4	-4%	-3	-13
O=C(COC(=O)C1CC1)Nc1ccc(Cl)cc1Cl	3%	4	8%	-4%	-2%	-3%	-2	13%	-3	-1
COc1ccc(CN(C)C(C)C(=O)Nc2cccc3ccccc23)cc1 (stereo not drawn)	4%	?	-5%	14%	6%	3%	-1	?	5	6
COc1ccc(C2=NN(C(=O)CSc3nc(=O)n4ccc(C)cc4n3)C(c3ccc(C)cc3)C2)cc1 (stereo not drawn)	1%	-1	2%	19%	3%	0%	-8	-11%	-31	0
Cc1ccc(/C=N\NC(=O)Cn2nnc3ccccc32)o1	-1%	1	13%	-3%	.	2%	8	13%	-12	1
CN(C)c1ccc(C(CNS(=O)(=O)c2ccc3ccccc3c2)c2c[nH]c3ccccc23)cc1 (stereo not drawn)	-2%	2	3%	16%	-7%	3%[46.1 µM]	-19	?	15	17
CC(CCN(C)C)OC(=O)c1ccc(C(C)c2ccccc2)o1 (stereo not drawn)	1%	11	1%	-11%	5%	-5%	14	22%	-6	14
Cc1ccc(-c2nc(CN3CCN(C(=O)C4CCCO4)CC3)cs2)cc1 (stereo not drawn)	-3%	-1	-15%	-2%	32%	-2%	-2	10%	15	3
COc1ccc(NC(=O)C23CC4CC(C2)CC(n2cnc(Br)n2)(C4)C3)c(C)c1	1%	-6	2%	2%	-3%	-3%	-3	-3%	-24	7
O=C(NNS(=O)(=O)c1ccc(F)cc1)C1CC(c2cccnc2)=NO1 (stereo not drawn)	-1%	0	0%	8%	6%	-6%	20	16%	11	16
C/C(=N\Nc1ccccn1)c1cccs1	-3%	15	-4%	-1%	4%	1%	4	?	18	2
CC1CC(C)CN(CCCNC(=O)c2nn(C)c3c2CS(=O)(=O)c2ccccc2-3)C1 (stereo not drawn)	0%	-1	4%	8%	3%	6%	-1	-3%	5	13
NC(=O)c1ccc(NS(=O)(=O)c2ccc3ccccc3c2)cc1	0%	4	8%	4%	-3%	-3%	-3	-16%	8	-6
O=C1CC(c2ccco2)c2ccc3ccccc3c2N1 (stereo not drawn)	-2%	6	-8%	22%	9%	-10%	-10	13%	22	2
COc1ccc(CN2CCc3ccccc3C2)cc1Br	-10%	6	-3%	-3%	3%	.	-20	16%	-6	19
COc1ccc(Cl)cc1/C=C1/C(=O)ON=C1C	6%	-5	5%	6%	-7%	-2%	-2	9%	0	3
Cc1cc(C)cc(NC(=O)Nc2ccc(Cl)cn2)c1	-1%	-2	-1%	1%	3%	-14%	-5	2%	-4	3
Nc1nc(-c2ccc(Cl)cc2)nc(-c2ccc(Cl)cc2)n1	6%	-1	-3%	21%	4%	9%	-1	0%	-11	-6
COC(=O)CSc1nnc(CNC(=O)c2ccc(S(=O)(=O)N3CCCCC3)cc2)n1C	-1%	0	-15%	-4%	-18%	4%	0	-1%	-8	-14
Cc1cc(C)c(N2C(=NC(=O)CCCC(=O)O)SC3CS(=O)(=O)CC32)c(C)c1 (stereo not drawn)	0%	0	-13%	-2%	5%	0%	9	0%	2	-17
O=C(O)CC(NCc1ccco1)C(=O)OCCc1ccccc1 (stereo not drawn)	1%	.	8%	-3%	6%	-4%	-8	3%	9	16
CC1(C)Cc2c(cnn2-c2ccc(F)cc2)C(NC(=O)CCCN2CCCCC2=O)C1 (stereo not drawn)	0%	0	-6%	-1%	29%	-1%	-16	15%	0	-3
Cc1ccc(C(=O)N(CCN2CCCCC2)CC2CCCN(C3CCCC3)C2)s1 (stereo not drawn)	-2%	3	8%	1%	0%	6%	0	?	21	22
CC(C)(C)C(=O)C[n+]1ccc(C(N)=O)cc1	6%	2	-11%	0%	3%	-6%[46.1 µM]	7	7%	-1	-1
COc1ccc(CNC(=O)CN(C(=O)c2snc(C(N)=O)c2N)c2ccccc2F)cc1	0%	4	5%	6%	25%	1%	-4	-7%	-17	7
CC1CCCC(NC(=O)c2ccc3c(c2)NC(=O)CS3)C1C (stereo not drawn)	-2%	5	4%	-42%[inhibitor]	5%	7%	-9	4%	22	17
CCOc1cc(/C=C2/NC(=O)NC2=O)cc([N+](=O)[O-])c1O	-18%	4	0%	-4%	-1%	5%	-32	-15%	-2	-3
COc1cccc(NC(=O)COC(=O)/C=C/c2c(C)nn(-c3ccccc3)c2C)c1	-6%	8	5%	22%	-2%	-2%	-14	?	-18	-13
O=C1NC(=O)/C(=C/c2ccc(-c3cccc([N+](=O)[O-])c3)o2)S1	2%	-3	8%	1%	-8%	.	-3	-14%	6	27
CCOC(=O)c1csc(NC(=O)Nc2cccc(OC)c2)n1	4%	4	-19%	-25%	-2%	-4%[46.1 µM]	12	-4%	.	.
COc1ccc(-c2nnc3n2-c2ccccc2SC3)cc1OC	3%	-4	0%	4%	-7%	-1%	-18	-20%	23	4
Cc1cc(=O)[nH]c(N/N=C/c2c(F)c(F)c(F)c(F)c2F)n1	6%	0	-6%	-6%	2%	-3%	-3	0%	-1	6
CC1N(C(=O)N2CCOCC2)CCN1S(=O)(=O)c1cccc(C(F)(F)F)c1 (stereo not drawn)	4%	4	-7%	-1%	1%	4%	-9	4%	5	-22
CC(=O)NNS(=O)(=O)c1scc(S(=O)(=O)c2ccc(Cl)cc2)c1C	2%	-1	7%	10%	-10%	-6%	-2	12%	2	-13
NC(=O)C[C@H](NC(=O)c1ccc(Cl)cc1)C(=O)OCc1ccccc1	-1%	.	2%	.	6%	.	-7	16%	12	1
COc1ccc(-c2ccc(SCC(=O)N3CCN(c4ccccc4)CC3)nn2)cc1	3%	1	3%	0%	0%	1%	8	0%	2	1
Nn1c(Cc2cccc3ccccc23)nnc1SCCOc1ccc(F)cc1	4%	10	-1%	-10%	11%	2%[46.1 µM]	1	-20%	-18	-4
Cc1ccc(-c2noc(CSc3nnnn3-c3ccccc3)n2)cc1	-11%	1	2%	?	?	.	-23	?	1	1
O=C(NCC1CCCN(C(=O)NCc2ccccc2)C1)c1ccc2c(c1)OCO2 (stereo not drawn)	11%	-1	-4%	-8%	5%	10%	-6	0%	3	.
COc1ccc(Nc2nc3ccc(C)cn3c(=O)c2/C=N/O)cc1	1%	-3	-6%	2%	0%	5%	-1	?	-21	-3
Cc1ccc(C(=O)N/C(=C\c2cccs2)C(=O)N2CCN(C)CC2)cc1C	-2%	2	-5%	0%	4%	-10%	2	-4%	-48	-24
CCN(C[C@H]1N[C@@](Cc2ccccc2)(C(=O)OC)[C@H]2C(=O)N(Cc3ccccc3)C(=O)[C@@H]12)S(=O)(=O)c1ccc(C(C)(C)C)cc1	0%	.	1%	.	15%	1%	0	11%	-10	-3
COC(=O)CCCC1=CC2=CC(=O)C(C)(OC(=O)c3cccs3)C(=O)C2=CN1Cc1ccco1 (stereo not drawn)	6%	-3	-16%	-21%	-23%	-4%	-2	14%	27	1
Cc1ccc(C)c(N2CCN(C(=O)c3csc(C)c3C)CC2)c1	3%	15	-3%	14%	7%	1%[46.1 µM]	4	-14%	5	11
CCc1ccc(-c2nc(CN3CCC(C(=O)NCc4ccccc4OC)CC3)c(C)o2)cc1	-10%	2	-16%	-10%	-3%	12%	-4	-10%	?	-27

TRPV1 agonist, what is marked active above.
SMILES	TRPV1 agonist	Eya2 phos inh	Mito fusion act	TCR act	TSHR antag
CCC(=O)N1CCN(c2nc(-c3ccccc3)c3c(c2C#N)CCCC3)CC1	102*	4%	9%	0%	-14

These rows are one share of the data; the hit share may differ from the screen's.
